Screening data as filed in PubChem BioAssay.
MITF act: increases MITF-driven TRPM1 promoter luciferase signal | SK-MEL-5 TRPM1-promoter luciferase, 24 h; % of positive control, neutral wells = 0 | 300,000 compounds, 0.75% hits | activation, % at 12.5 µM;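 active = mean activation of at least 80% with every replicate also reaching 80%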;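 note: 0% = neutral control wells and 100% = parthenolide positive control wells; values of inactives mirror those of a sister screen read the other way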
CDK5 inh: blocks human CDK5/p35 kinase activity | Q00535+Q15078 | 330,000 compounds, 0.01% hits | inhibition, % at 10 µM | Recombinant CDK5/p35, ADP-Glo luminescence, 60 min;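 active = highest replicate inhibition of at least 50% and at least 75% of replicates reaching 50%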;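 note: plate controls were DMSO neutral control for no effect and GW8510 at 10 µM for full effect; many of its hits are not listed in these tables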
Target sequence (Q00535 whole entry, looked up): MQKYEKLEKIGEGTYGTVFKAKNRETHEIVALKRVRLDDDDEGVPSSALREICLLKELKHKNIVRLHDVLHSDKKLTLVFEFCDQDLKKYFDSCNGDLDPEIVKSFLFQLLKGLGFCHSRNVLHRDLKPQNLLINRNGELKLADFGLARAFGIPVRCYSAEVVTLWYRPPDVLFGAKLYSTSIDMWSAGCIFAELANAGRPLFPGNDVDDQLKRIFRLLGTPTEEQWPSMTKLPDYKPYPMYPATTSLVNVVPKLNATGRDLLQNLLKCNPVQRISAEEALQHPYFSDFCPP
Target sequence (Q15078 whole entry, looked up): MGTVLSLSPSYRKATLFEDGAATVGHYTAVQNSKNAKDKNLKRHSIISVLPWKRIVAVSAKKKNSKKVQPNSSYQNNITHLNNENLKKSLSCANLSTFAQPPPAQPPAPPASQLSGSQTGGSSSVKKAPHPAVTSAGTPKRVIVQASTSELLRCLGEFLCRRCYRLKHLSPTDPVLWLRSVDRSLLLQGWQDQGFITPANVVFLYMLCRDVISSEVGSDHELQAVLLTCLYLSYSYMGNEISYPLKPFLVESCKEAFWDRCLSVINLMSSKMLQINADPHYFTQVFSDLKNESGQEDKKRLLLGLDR
HTR5A ag: HTR5A agonism, opioid heterodimer counter-screen. activation, % at 9.3 µM. HTR5A agonist assay, luminescence, cell-based. 340,000 compounds, 0.61% hits. P47898. AID 504692; in the data active = activation mostly above about 9.5%, no sharp cut-off; inactive = mostly below about 7.6%;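 note: 0% = cells with vehicle only and 100% = reference agonist; strong numbers were not always called active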
dFosB act: enhances mouse delta FosB homodimer DNA binding; P13346; purified delta FosB, TAMRA-CDK5 oligo fluorescence polarization; percent of positive-control signal above neutral wells; AID 493131; 340,000 compounds, 0.99% hits; activation, % at 25 µM;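 active = mean activation above about 17%, with every replicate also reaching it, limit read from the data, passing the limit was not always enough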;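 note: fluorescence polarization rise as delta FosB binds a TAMRA Cdk5 AP-1 oligo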
Target sequence (P13346 whole entry, looked up): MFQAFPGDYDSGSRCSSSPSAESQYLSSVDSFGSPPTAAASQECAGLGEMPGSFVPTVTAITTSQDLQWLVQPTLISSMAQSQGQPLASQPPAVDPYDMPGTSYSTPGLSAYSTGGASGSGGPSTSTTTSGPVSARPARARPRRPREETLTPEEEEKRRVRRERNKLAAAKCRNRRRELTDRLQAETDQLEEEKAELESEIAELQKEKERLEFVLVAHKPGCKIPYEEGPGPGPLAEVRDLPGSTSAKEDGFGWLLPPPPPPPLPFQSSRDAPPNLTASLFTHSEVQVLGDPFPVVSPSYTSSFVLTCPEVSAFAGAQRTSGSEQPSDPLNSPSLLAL
PvdQ inh: blocks Pseudomonas aeruginosa PvdQ acylase activity; purified PvdQ acylase, fluorescence plate reader; inhibition, % at 10 µM; 340,000 compounds, 0.063% hits; AID 488965; in the data active = inhibition above about 30%, passing the limit was not always enough;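 note: 0% = vehicle neutral wells and 100% = reference inhibitor wells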
SR-BI DiI inh: inhibitors of mouse SR-BI mediated HDL lipid uptake. Q61009. ldlA[mSR-BI] CHO cells, DiI-HDL uptake fluorescence, 3 h. inhibition, % at 12.5 µM. 320,000 compounds, 0.96% hits;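 active = mean replicate inhibition of at least 70% and a set share of replicates each scoring 70 or more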;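 note: 0% = median of neutral control wells and 100% = median of positive control wells; values of inactives mirror those of a sister screen read the other way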
Wnt bcat act: activates Wnt/beta-catenin signaling in a reporter cell assay | activator, plate reader | activation, % at 9.35 µM | 300,000 compounds, 1.2% hits | AID 743398; in the data active = activation above about 30%, passing the limit was not always enough;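 note: 0% = neutral control wells and 100% = positive control wells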
SR-BI uptake up: enhances SR-BI lipid uptake from DiI-HDL | activation, % at 12.5 µM | 320,000 compounds, 0.096% hits | CHO ldlA[mSR-BI] cells, DiI-HDL uptake fluorescence, 3 h; 100 = double the neutral-control signal;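 active = mean replicate activation of at least 60% and every replicate at or above 60%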;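 note: 0% = median plate neutral-control signal and 100% = twice that signal; values of inactives mirror those of a sister screen read the other way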
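Assay system: LDL receptor-deficient CHO ldlA cells overexpressing murine SR-BI / Medium: BSA-supplemented, HEPES-buffered Ham's F12, pH 7.4 / Probe or stimulus: DiI-labelled HDL at 10 µg/mL final / Timing: compound with DiI-HDL co-incubation, 3 h at 37 °C / Technique: bottom-read cell fluorescence after medium removal, ex 550/em 595 nm / Measure: HDL uptake via cellular fluorescence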
Rtt109 Vps75: blocks Candida albicans Rtt109/Vps75 acetyltransferase activity; inhibition, % at 34.9 µM; Q5AAJ8; AID 540336; 330,000 compounds, 0.16% hits; purified Rtt109/Vps75, ThioGlo CoA-SH fluorescence, 4 h;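 active = inhibition of at least 50% in every replicate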
RTF Ca sens act: cardiac RTF calcium sensitization; 340,000 compounds, 0.24% hits; AID 493008; activation, % at 7.2 µM; IANBD-labeled TnC RTF fluorescence at EC20 calcium; 0% EC20 calcium, 100% full calcium;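 active = activation above the mean over all tested compounds plus 3 SD, cut at about 30% in these data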;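 note: rise in fluorescence read as greater calcium sensitivity of cardiac thin filaments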
* = called active by the depositor; . = no result given; & = joins results of further samples.

SMILES	MITF act	CDK5 inh	HTR5A ag	dFosB act	PvdQ inh	SR-BI DiI inh	Wnt bcat act	SR-BI uptake up	Rtt109 Vps75	RTF Ca sens act
COc1ccc([C@H]2/C=C\CN(S(=O)(=O)c3ccc4ccccc4c3)[C@@H](C)C(=O)N2Cc2ccc(F)cc2)cc1	10	-0.4	10	-7	-8	72*	-6	-72	-3	7
COc1ccc(N(CC(=O)Nc2ccc(F)cc2)S(=O)(=O)c2ccccc2[N+](=O)[O-])c(OC)c1	-11	0.3	3	-5	-12	3	-10	-3	0	-2
O=C1C(=O)c2c(ccc3ccccc23)-c2ccccc21	-96	1.2	5	-3	-3	32	-6	-32	3	-5
COc1cccc(CN2C(=O)CCC2(C)C(=O)NC2CCCCCC2)c1 (stereo unspecified)	-8	1.1	0	0	-10	-28	1	28	4	2
COc1ccccc1N(CC(=O)Nc1ccccc1C(=O)NC(C)C)S(C)(=O)=O	-5	1.2	-7	-2	-15	-2	.	2	-2	0
COCCn1nnnc1C1(N(Cc2cc3cc(C)ccc3[nH]c2=O)CC2CCCO2)CCN(C)CC1 (stereo unspecified)	-5	0.7	1	-6	-8	-25	.	25	8	4
C(#Cc1ccccc1)CN1CCN(c2ccccn2)CC1	10&8	-0.2&-0.8	2&-2	-5&4	-15&-16	4&-5	0&-1	-4&5	0&-7	-6&-2
O=C(C(Sc1ccccc1)c1ccc(Br)cc1)N1CCOCC1 (stereo unspecified)	-7	-6.8	-2	-9	-12	-35	-4	35	-1	-3
CC(C)C(=O)NC(c1ccc([N+](=O)[O-])cc1)c1c(O)ccc2ccccc12 (stereo unspecified)	-1	-1.4	9	4	-14	5	.	-5	2	-1
Cc1ccc(N=Cc2cc(C)n(C3CCCC3)c2C)cc1	9	1.7	-6	-6	-10	6	.	-6	-10	-3
CCCc1nc2oc3cc(OC)ccc3c(=O)c2c(=O)n1CCc1ccccc1	5	0.4	-6	-34	4	31	2	-31	0	-3
CC(C)NC(=O)COC(=O)c1cc(=O)[nH]c2ccccc12	-7	-0.3	-2	-4	-13	-32	-3	32	0	-4
CCOC(=O)Nc1ccc2c(c1)nc(CN1CCCCC1)n2C	-1	-0.8	-1	0	9	-1	.	1	12	4
CC(C)CC(NC(=O)C(CC(C)C)NC(=O)OC(C)(C)C)C(N)=O (stereo unspecified)	-8	0.5	3	4	-3	-31	-1	31	-10	2
CC1c2cccn2CCN1S(=O)(=O)c1ccc(F)cc1 (stereo unspecified)	-6	0.6	4	-1	-14	3	0	-3	4	8
CCCN(Cc1ccc(N(CC)CC)cc1)CC1CC1	-7	0.7	1	3	-16	-23	-4	23	2	-1
CC(=O)CSc1nc2c(c(=O)[nH]c(=O)n2C)n1Cc1ccccc1Cl	.	0.1	0	2	4	10	-1	-10	0	-8
COc1cccc2c1OCC(CN1CCN(Cc3ccccc3F)C(CCO)C1)=C2 (stereo unspecified)	.	0.1	0	-1	-13	1	-5	-1	-1	2
CC(NS(=O)(=O)c1ccc(Cl)cc1)C(=O)Nc1ccc2c(c1)OCCO2 (stereo unspecified)	1	-2.1	4	2	-8	.	1	.	2	-1
Cc1oc(-c2cccs2)nc1CN1CCN(CC(C)C)C(CCO)C1 (stereo unspecified)	4	2.4	4	-5	-13	-16	-1	16	-9	4
COc1cccc(CN2CCNC(=O)C2CC(=O)NCCc2nc(C)c(C)s2)c1OC (stereo unspecified)	-8	2.1	2	3	-12	-6	-6	6	.	8
COCCCNC(=O)C(C#N)c1nc2ccccc2nc1N1CCCC1 (stereo unspecified)	-1	-0.9	1	-8	-7	21	.	-21	-68	5
Cc1nc(SC(C)C(=O)Nc2cccc(C(F)(F)F)c2)c2c(C)c(C(=O)O)sc2n1 (stereo unspecified)	8	-1.9	-7	-9	-14	.	1	.	-32	2
CCc1ccc(S(=O)(=O)c2cn(C)c3cc(OC)c(OC)cc3c2=O)cc1	0	1.9	-4	-8	15	-11	0	11	-4	7
CC(=O)c1cccc(NC(=O)c2ccc([N+](=O)[O-])o2)c1	-30	-4.5	3	-4	-4	2	-17	-2	-4	11
CC1Cc2ccccc2N1C(=O)c1cc2sccc2n1Cc1ccccc1 (stereo unspecified)	1	1.9	3	-7	-5	-5	-2	5	-2	2
CC(C)C[C@@H](CN1CCCC1CN1C(=S)NC[C@@H]1Cc1ccc(O)cc1)N1C[C@H](Cc2ccccc2)N(CC2CCCCC2)C1=S (stereo partly specified)	-1	-0.1	2	52*	1	5	-3	-5	-11	2
Cc1ccc(CNC(=O)C(NS(=O)(=O)c2cccc3nsnc23)c2ccccc2)cc1 (stereo unspecified)	6	-1.9	-2	-9	-6	-14	-5	14	0	3
Cc1ccc(NC(=O)c2ccccc2N(C)S(C)(=O)=O)cc1C	-3	-0.6	-3	3	-7	-10	-3	10	6	-3
COc1ccc(N2CCN(C(=O)c3cc4c(-c5cccc(OC)c5)nn(C)c4s3)CC2)cc1	.	0.6	2	3	3	14	-1	-14	8	7
COc1ccc(OC)c(C2C(C(=O)c3ccco3)=C(O)C(=O)N2CCN2CCOCC2)c1 (stereo unspecified)	2	-1.1	0	0	-15	-13	-1	13	-2	3
CCN1CCC(O)(/C=C/c2ccc(C(C)C)cc2)C(C(=O)/C=C/c2ccc(C(C)C)cc2)C1 (stereo unspecified)	-64	-0.2	18*	54*	-2	26	-25	-26	-5	-4
Cc1csc2ncc(C(=O)NCc3ccccn3)c(=O)n12	0	-0.9	-2	-5	-12	-10	-1	10	-13	3
CCOc1ccc(NC(=O)c2sccc2-n2cccc2)cc1	-6	-4.9	-2	-6	-6	44	0	-44	.	-2
CSc1nnc(NC(=O)c2nc(S(=O)(=O)Cc3ccccc3F)ncc2Cl)s1	-77	-0.1	-1	-9	-7	-27	-8	27	25	-2
CCCCCCC(=O)N/N=C/c1ccco1	-2	-6.9	2	-4	-26	-21	.	21	0	15
CC(=O)/C(C#N)=C1\NC(=O)C(Cc2ccc(F)cc2)S1 (stereo unspecified)	.	-3.6	6	-6	-10	-21	-1	21	4	1
CC(=O)Oc1c(C)c2c3c(c1OC(C)=O)[C@@H](C)CC[C@@H]3[C@@H](C)C[C@H]2C=C(C)C	10	-0.2	6	-7	-11	7	0	-7	-3	7
Cc1cn2c(-c3ccncc3)nnc2s1	-10	-0.6	4	-5	-30	-2	-4	2	-1	12
CCn1cc(Br)c(C(=O)NC(=S)Nc2ccc(C(=O)OC)cc2)n1	-3	-0.1	-1	-5	-3	-3	-2	3	-7	2

Some of the entries above, reformatted.
SMILES,MITF act,CDK5 inh,HTR5A ag,dFosB act,PvdQ inh,SR-BI DiI inh,Wnt bcat act,SR-BI uptake up,Rtt109 Vps75,RTF Ca sens act
COc1ccc(OC)c(C2C(C(=O)c3ccco3)=C(O)C(=O)N2CCN2CCOCC2)c1 (stereo unspecified),2,-1.1,0,0,-15,-13,-1,13,-2,3
CCN1CCC(O)(/C=C/c2ccc(C(C)C)cc2)C(C(=O)/C=C/c2ccc(C(C)C)cc2)C1 (stereo unspecified),-64,-0.2,18*,54*,-2,26,-25,-26,-5,-4
Cc1csc2ncc(C(=O)NCc3ccccn3)c(=O)n12,0,-0.9,-2,-5,-12,-10,-1,10,-13,3
CCOc1ccc(NC(=O)c2sccc2-n2cccc2)cc1,-6,-4.9,-2,-6,-6,44,0,-44,.,-2

Other structures.
SMILES	MITF act	CDK5 inh	HTR5A ag	dFosB act	PvdQ inh	SR-BI DiI inh	Wnt bcat act	SR-BI uptake up	Rtt109 Vps75	RTF Ca sens act
CCOc1ccc(N(C(C)C(=O)NN=C2CCCCCCC2)S(C)(=O)=O)cc1 (stereo unspecified)	3	-1.4	-1	1	-27	-18	0	18	4	11
O=C(O)c1ccc(/C=N/N2CCN(Cc3ccc(Cl)cc3)CC2)cc1	8	2.0	-1	-5	-14	24	6	-24	0	2
C#CCOCCOCCOCCNc1nc(N2CCN(C(=O)[C@H]([C@@H](C)CC)n3cc(CCC(=O)O)nn3)CC2)nc(N2CCN(C(=O)[C@H](CCCCN)n3cc(CCC(=O)O)nn3)CC2)n1	5	-0.1	-4	6	-4	-7	-1	7	2	1
Cc1ccc(S(=O)(=O)NC(C)(C)CN2CCNCC2)cc1	5	-0.1	0	-7	2	-8	-3	8	17	-2
CC(c1ccon1)N(C)C(=O)CCc1nnc(Cc2ccc(-c3ccccc3)cc2)o1 (stereo unspecified)	-1	-0.6	6	-4	-8	.	-2	.	-3	0
COc1cc2c(cc1OC)C(c1ccc(-c3ccc(Cl)cc3Cl)o1)=NCC2	.	-1.0	7	34*	-1	1	.	-1	8	5
Cn1c(=O)c2nc(SCc3ccccc3)n(C)c2n(C)c1=O	17	0.3	-1	-6	8	-6	1	6	5	-3
Cc1ccc(NC(=O)CSc2nnc(CN3CCOCC3)n2-c2ccccc2)cc1	.	-0.9	-1	-1	-6	5	-1	-5	-5	1
Cn1cccc1CNC(=O)Nc1ccccc1	38	-0.9	6	-2	2	37	.	-37	3	2
NC(=O)c1ccsc1NC(=O)COC(=O)CNC(=O)c1ccc(F)cc1	4	0.9	-1	1	-10	-9	-1	9	8	-4
Nc1c(C(=O)N/N=C/c2ccc(OCc3ccccc3)cc2)cnn1-c1ccccc1	.	-2.6	1	-7	-1	22	-8	-22	0	5
COc1ccc(-c2cc(=O)c3cc(C)ccc3[nH]2)cc1	107*	-0.1	3	1	0	-8	45*	8	5	-3
CC1=NCC(C)c2c1[nH]c1ccccc21 (stereo unspecified)	-3	-1.0	0	-3	-1	-12	-5	12	0	-4
Cc1cccc(NC(=O)CN(C)S(=O)(=O)c2cccc3nsnc23)c1C	-10	0.0	3	1	3	3	-6	-3	12	-1
CCOC(=O)CNc1nc(-c2ccncc2)nc2ccccc12	20	0.6	0	-26	-12	-5	.	5	2	4
CSCCC(NC(=O)c1ccco1)C(=O)NCc1ccc2c(c1)OCO2 (stereo unspecified)	6	1.4	0	5	-14	-18	4	18	-1	-4
COc1ccccc1NS(=O)(=O)c1ccc(C)c(NC(=O)C2CCCO2)c1 (stereo unspecified)	4	0.9	-4	2	-10	2	-3	-2	3	4
CC(C)C(=O)Nc1cccc(NC(=S)NC(=O)c2ccccc2Cl)c1	.	0.1	-5	-2	3	24	.	-24	0	3
CC(C(=O)NC1CCCCCC1)N(c1ccccc1)S(C)(=O)=O (stereo unspecified)	.	0.0	-2	-2	-8	-12	1	12	0	3
O=C(CS(=O)(=O)c1cccc(C(F)(F)F)c1)Nc1ccccc1Cl	.	-0.9	0	-4	-8	-13	-1	13	2	-4
CCNC(=O)CCSc1nnc(-c2ccco2)o1	3	3.3	4	-3	-25	-32	-1	32	-14	3
C[C@@H]1CN(S(=O)C(C)(C)C)[C@H](CCO)/C1=C\CCO (stereo partly specified)	6	-0.3	-4	3	-20	2	0	-2	8	2
NC(=O)Cc1nc2scc(-c3ccc(Cl)cc3)c2c(=O)[nH]1	1	-0.4	-13	-9	1	4	-1	-4	5	-2
O=C(O)c1ccc2c3c(cccc13)C(=O)N(OS(=O)(=O)c1ccccc1)C2=O	-1	1.0	-7	5	-7	-16	-6	16	-25	-6
